# EPAC2 antagonist – blocks human EPAC2 exchange factor | hit rate 0.18% among 360,000 | EPAC2 GEF exchange of Rap1B-BODIPY-GDP, fluorescence | Potency, µM (highest dose often 114 µM), for inactives: top-dose activity, negative = inhibition, hits mostly inhibitors | AID 720708; further: potency means the concentration at half of the fitted maximal effect; on the % scale 0 is the no-effect control and ±100 the full control effect; nearly all actives have a fitted effect of over 45% in size; many of its hits are not listed in these tables
# FUS yeast rescue – rescues growth of FUS-expressing yeast. S. cerevisiae FUS-expressing, growth rescue, OD600, 24 h. Potency, µM (doses to about 76.6 µM), inactives show at the highest dose growth rescue (activation), most hits filed as activators. hit rate 0.24% among 390,000;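 further: potency means the concentration at half of the fitted maximal effect; plate controls were DMSO vehicle for no effect and reference control for full effect; nearly all actives have a fitted effect of over 55% in size; some results filed as inactive show a strong effect at the top dose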
#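 Steps: raffinose overnight preculture; dilution to OD 0.005 in 2% galactose minimal medium; compound addition (concentration series); 24hr at 30C, 99% humidity; absorbance read at 600 nm.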
# D3 ag – activates the human D3 dopamine receptor; P35462; D3R DiscoveRx beta-arrestin cells, luminescence, 90 min; max activation, %; hit rate 0.58% among 410,000; AID 652048; in the data active means max activation above about 30%; further: 0% is about no effect; mostly tested at two doses, the higher about 12 µM
# Target sequence (P35462 whole entry, looked up): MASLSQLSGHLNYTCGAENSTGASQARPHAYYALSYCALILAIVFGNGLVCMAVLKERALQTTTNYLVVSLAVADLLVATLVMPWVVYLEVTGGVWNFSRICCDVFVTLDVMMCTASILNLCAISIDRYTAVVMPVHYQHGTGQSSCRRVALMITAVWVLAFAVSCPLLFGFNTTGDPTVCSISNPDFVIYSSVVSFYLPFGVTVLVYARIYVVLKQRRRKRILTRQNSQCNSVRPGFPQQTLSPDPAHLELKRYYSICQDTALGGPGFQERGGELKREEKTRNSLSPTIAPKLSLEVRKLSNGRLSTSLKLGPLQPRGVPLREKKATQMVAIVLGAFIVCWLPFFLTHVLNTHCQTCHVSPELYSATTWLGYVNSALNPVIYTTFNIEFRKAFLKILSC
#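 Cells at 1500/well, incubated overnight, then treated with pinned compounds (dopamine as control) for 90 min at 37 degrees C. DiscoveRx reagent added for 30 - 60 minutes at room temperature; luminescence read.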
# TDP-43 yeast inh – TDP-43 toxicity inhibition in yeast. AID 652104. Potency, µM (top dose mostly 46.1 µM), without a hit: top-dose growth rescue (activation), hits mostly activators. hit rate 1.8% among 410,000. TDP-43 expressing yeast growth rescue, BacTiter-Glo, 24 h; further: potency means the concentration at half of the fitted maximal effect; % of control where 0% means no effect; nearly all actives have a fitted effect of over 50% in size
#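 Luminescence from BacTiter-Glo reports growth of TDP-43-expressing yeast after 24 hr at 30 deg C with compound. Cells were raffinose-pregrown to mid-log, then seeded in galactose medium at OD600=0.02.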
# aSyn rescue – inhibitors of alpha-synuclein toxicity in yeast. AID 652106. Yeast expressing alpha-synuclein, growth rescue, BacTiter-Glo, 24 h. Potency, µM (doses to about 46.1 µM), inactives show at the highest dose growth rescue (activation), most hits filed as activators. hit rate 0.14% among 370,000; further: potency means the concentration at half of the fitted maximal effect; % of control where 0% means no effect; nearly all actives have a fitted effect of over 65% in size
#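 Readout is rescue of growth in alpha-synuclein-expressing yeast, so inhibitors of toxicity appear as activators. Growth after 24 hr at 30 deg C in galactose medium is quantified by luminescence.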
# Abeta rescue – compounds reversing amyloid beta toxicity in yeast. yeast expressing A-beta42, growth rescue, OD600, 48 h; response scale: 0% DMSO, 100% iron-clioquinol control. Potency, µM (highest dose often 46.1 µM), inactives show at the highest dose growth rescue, usual class: activators. hit rate 0.063% among 410,000; further: potency means the concentration at half of the fitted maximal effect; nearly all actives have a fitted effect of over 55% in size
#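 Yeast growth medium received pinned compounds, then yeast cells expressing toxic A-beta were added; plates incubated at 30 C for 48 hr. Growth read as absorbance at 600 nm, normalized to DMSO and equimolar FeCl3 plus clioquinol controls.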
# EPAC2 agonist – activates human EPAC2 exchange factor; Q8WZA2; EPAC2 activation, biochemical qHTS; response scale: 100% = 6.5 mM cAMP response; Potency, µM (highest dose often 154 µM), for inactives: at the top dose activation, usual class: activators; hit rate 0.079% among 360,000; AID 720711; further: potency means the concentration at half of the fitted maximal effect; nearly all actives have a fitted effect of over 50% in size
#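 Compounds were added across a concentration range to EPAC2 (100 nM), RAP1B-BODIPY-GDP (250 nM) and GDP (50 uM). After 5 min at room temperature, fluorescence was recorded at 5-min intervals for 30 min.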
# DRD3 antagonist – blocks the human D3 dopamine receptor. P35462. D3R cells, DiscoveRx beta-arrestin luminescence, antagonist mode; active compounds read low. max response, negative = inhibition, %. hit rate 2.5% among 360,000. AID 652054; in the data active means max response below about -50%; inconclusive means no clear call, values can overlap the other calls; further: on the % scale 0 is the no-effect control and ±100 the full control effect; mostly tested at two doses, the higher about 12 µM
#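 Cells plated overnight at 1500 cells/well, then exposed to library compounds with dopamine controls for 90 minutes at 37 degrees C. DiscoveRx reagent added for 30–60 minutes at room temperature; luminescence read, quantitative HTS format.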
# An asterisk follows results filed as active; ? = inconclusive; nt = no result given; & = joins results of further samples; [ ] = dose if it differs, or a comment. Unless noted, the call rests on the fitted dose curve; in most records, active means well fitted curve in the direction sought with a large enough effect; inconclusive means small, poorly fitted or top-dose-only effect, or another doubt; inactive means no such curve, though single readings can be large; an effect the other way counts as inactive or inconclusive. A portion of the library; count on the stated rates, not on these rows.
SMILES,EPAC2 antagonist,FUS yeast rescue,D3 ag,TDP-43 yeast inh,aSyn rescue,Abeta rescue,EPAC2 agonist,DRD3 antagonist
COc1ccc(CC(=O)NCC(=O)N=Nc2c(O)[nH]c3ccccc23)cc1,0%,10%,0,21%,2%,4%,0%,8
Cc1cccc(N2CCN(C(=O)c3ccc4nc(N5CCCCC5)sc4c3)CC2)c1C,-16%,16%,8,?,-2%,30%,1%,-12
N[C@@H](CCC(=O)N[C@@H](CSN=O)C(=O)NCC(=O)O)C(=O)O,9%,-37%,-10,0%,-2%,-16%,5%,-12
COc1ccc(NC(=O)COc2cccc3c2OC(C)(C)C3)cc1OC,1%,?,1,?,5%[1.84 µM],5%,2%,9
CC1C(=O)N2CCCc3cc(NC(=O)CC(C)(C)C)cc1c32 (stereo unspecified),-13%,-10%,0,5%,0%,-7%,0%,0
COc1cc2ccnc(C=NO)c2cc1OC,3%,17%,-2,7%,3%,-7%,1%,12
C=CS(=O)(=O)c1sc(Cl)c(N2CCOCC2)c1[N+](=O)[O-],?,39%,-16,?,-75%[inhibitor],-94%[inhibitor],9%,-72*
COC(=O)[C@@]12CCCN1[C@H](c1ccc(-c3ccc(F)cc3)c(OC)c1)[C@H]1C(=O)N(C)C(=O)[C@H]12,-9%,29%,4,4%,1%,1%,6%,4
CC(=O)Nc1ccc(N2C(C(C)=O)=NN(c3ccccc3)C2c2cccs2)cc1 (stereo unspecified),-3%,18%,4,0%,-6%,19%,22%,-10
C/C(=C\c1ccccc1)CN1CCN(C(C)C)C(CCO)C1 (stereo unspecified),-5%,-33%,-18,1%,1%,-4%,4%,?
CC1=C(C(=O)OCc2ccccc2)C(c2cccnc2)c2c(n(C)c(=O)n(C)c2=O)N1 (stereo unspecified),-6%&-5%,?,-6&-15,-15%&-24%,0%&0%,-4%&-18%,3%&8%,-6&-27
O=C(CCCc1ccccn1)c1ccccc1,11%,nt,-9,-2%,4%,13%,-3%,0
Cc1ccc(CNc2ccc(Cl)cc2[N+](=O)[O-])cc1,3%,nt,-2,11%,-10%,21%,8%,-9
O=C(COC(=O)c1ccccc1Cl)NCc1ccco1,14%,nt,4,0%,-5%,-4%,-1%,-12
O=C(Cn1c(-c2cccs2)cc2cc(F)ccc21)N1CCN(c2cccc(Cl)c2)CC1,nt,4%,7,16%,nt,30%,nt,nt
CC(C)Cc1cc(C(=O)Nc2cc(C(F)(F)F)ccc2Cl)no1,-4%,-7%,2,22%,1%,24%,-8%,26
Cc1oc2cc(OCc3cnn(-c4ccccc4)c3)ccc2c(=O)c1Oc1ccccc1F,7%,-14%,2,11%,-4%,3%,2%,26
Cc1cc(C(C)(C)C)oc1C(=O)N(CC(=O)NC1CCCC1)Cc1ccc(F)cc1,4%,-23%,4,-27%,2%,4%,-16%,-11
O=C(N/N=C/c1ccc(OCCCF)cc1)c1cc(OCC(F)(F)F)ccc1OCC(F)(F)F,-3%,13%,3,13%,-4%,5%,7%,4
O=C(NCCc1ccc(Cl)cc1)C1CCN(c2ncccn2)CC1,-7%,8%,-8,25%,8%,4%,19%,-15
COCCCn1c(=O)c2ccccc2n(Cc2ccccc2C)c1=O,-1%,-4%,-1,0%,-10%,17%,5%,-22
COc1cc2c(cc1OC)C(COc1cccc(C(F)(F)F)c1)NCC2 (stereo unspecified),-1%,3%,-9,11%,-1%,-4%,9%,?
CCOC(=O)C1=CCN(S(=O)(=O)c2ccc(Br)cc2)C1c1cccc(C)c1 (stereo unspecified),-21%,19%,-2,15%,?,1%,7%,4
O=C(OCC(=O)N1CCCCCC1)c1cccc(Cl)c1Cl,4%,18%,-9,19%,4%,2%,3%,?
CNc1ccccc1C(C)(C)c1cc(-c2ccco2)n[nH]1,1%,12%,-16,0%,-1%,-1%,8%,-10
COc1ccc(CCNC(=O)Cn2c(=O)c3cccn3c3ccc(F)cc32)c(OC)c1,nt,-3%,2,-1%,nt,-5%,nt,nt
N=C1SCC(=O)N1c1ncc(Cc2cccc(Cl)c2)s1,2%,7%,-8,8.9µM*,22%,18%,3%,-21
CC1(C(=O)NS(=O)(=O)C2CC2)CCN(C(=O)COCc2ccccc2)C1 (stereo unspecified),8%,-18%,-6,11%,3%,13%,6%,-14
Fc1ccc(CNCc2ccc3c(c2)OCO3)cc1,-3%,13%,-26,-11%,-4%,10%,7%,-19
Cc1ccc(C(=O)N2CCc3cc(CNC(=O)c4ccnn4C)ccc32)cc1,nt,17%,-5,-7%,nt,-18%,nt,nt
CCCNc1nc(N2CCOCC2)nc(N2CCOCC2)n1,4%,5%,-6,-15%,2%,6%,3%,-14
Cc1ccc2[nH]c(=O)c(CN(CCCN3CCOCC3)C(=O)NC3CCCCC3)cc2c1,14%,17%,-1,12%,-11%,13%,-1%,8
N#Cc1c(Cn2cncn2)nc(=O)n(-c2ccccc2)c1N,-1%,-4%,2,-10%,-7%,3%,7%,0
C[C@@H]1CN([C@@H](C)CO)C(=O)CCCn2nncc2CO[C@@H]1CN(C)C(=O)Cc1ccccc1,9%,-20%,-12,21%,?,-12%,9%,-18
O=C1NC[C@H](CCCCN2C[C@H](Cc3ccccc3)N(Cc3ccccc3)C(=O)C2=O)N(CCc2ccc(O)cc2)C1=O,-6%,7%,2,-5%,4%,-13%,-4%,2
COc1cccc(CNC(=O)CCn2cccn2)c1,nt,-9%,8,19%,nt,-18%,nt,nt
O=C(c1cccs1)c1coc2ccc(O)c(CN3CCOCC3)c12,-4%[57.1 µM],32%,1,-11%,-6%,12%,7%,-2
CCOC(=O)c1c(C)[nH]c(C(=O)OCCOc2ccc(Cl)cc2)c1C,-6%,-20%,11,0%,6%,7%,-3%,15
COc1cc(/C=N/N=C/c2c[nH]c(=O)c(C#N)c2Nc2ccccc2)ccc1O,13%,-15%,-5,-1%,-8%,-14%,7%,-9
Cc1ccc(S(=O)(=O)N2C(=O)CCC2C(=O)O/N=C(\N)c2ccc([N+](=O)[O-])cc2)cc1 (stereo unspecified),-11%,-11%,5,2%,-1%,4%,5%,7
Cc1ccc(C2=NN3C(C2)c2ccccc2OC32C(=O)Nc3ccccc32)cc1 (stereo unspecified),-28%,?,-2,4%,0%,14%,12%,-1
O=c1c(C(c2ccc(Br)cc2)c2c(O)nc3n(c2=O)CCS3)c(O)nc2n1CCS2,7%,14%,4,-6%,4%,-4%,7%,7
CCCC(=O)Nc1ccc(-c2nc3ncccc3o2)cc1C,nt,-11%,-8,8%,nt,-4%,nt,nt
Cc1ccccc1N1CCN(S(=O)(=O)c2nnc(NC(=O)CC(C)C)s2)CC1,17%,-20%,-7,-7%,-2%,0%,-1%,-24
COc1nc(NCCO)nc(Nc2ccc([N+](=O)[O-])cc2)n1,-2%,-1%,-7,10%,-3%,-12%,7%,?

# Structures shown so far with a CF3 group, in the order listed:
SMILES,EPAC2 antagonist,FUS yeast rescue,D3 ag,TDP-43 yeast inh,aSyn rescue,Abeta rescue,EPAC2 agonist,DRD3 antagonist
CC(C)Cc1cc(C(=O)Nc2cc(C(F)(F)F)ccc2Cl)no1,-4%,-7%,2,22%,1%,24%,-8%,26
O=C(N/N=C/c1ccc(OCCCF)cc1)c1cc(OCC(F)(F)F)ccc1OCC(F)(F)F,-3%,13%,3,13%,-4%,5%,7%,4
COc1cc2c(cc1OC)C(COc1cccc(C(F)(F)F)c1)NCC2 (stereo unspecified),-1%,3%,-9,11%,-1%,-4%,9%,?

# Other structures
SMILES,EPAC2 antagonist,FUS yeast rescue,D3 ag,TDP-43 yeast inh,aSyn rescue,Abeta rescue,EPAC2 agonist,DRD3 antagonist
COc1ccc(CN2CCNC(=O)C2CC(=O)NC2CCOCC2)c(F)c1 (stereo unspecified),-3%,nt,6,-17%,2%,-4%,6%,-14
CN(C)c1cc[n+](CC(=O)c2ccc(-c3ccccc3)cc2)cc1,-3%,10%,-1,0%,-25%,-22%,15%,-10
CC(CCc1ccccc1)NC(=O)Cn1ncc2c3ccccc3n(Cc3ccc(F)cc3)c2c1=O (stereo unspecified),nt,-21%,2,2%[9.22 µM],nt,3%,nt,nt
CNC(=O)c1ccsc1NC(=O)c1coc2ccccc2c1=O,3%,-1%,2,6%,-3%,-10%,5%,0
O=C(Cn1cnc2c(nnn2Cc2ccc(F)cc2)c1=O)OCc1ccccc1,-13%,-7%,0,1%,-2%,2%,10%,11
COc1cccc(COC(=O)C2CCN(S(=O)(=O)c3cccs3)CC2)c1OC,-11%,10%,0,7%,4%,-9%,20%,-2
O=S(=O)(c1ccc(-c2cnc(C3CC3)o2)cc1)N1CCN(c2ccccc2)CC1,1%,29%&27%,-1&-5,?,4%,-1%,3%,3
CCC(C)NC(=O)c1cn(CC)c2cc(N3CCN(C(=O)c4ccco4)CC3)c(F)cc2c1=O (stereo unspecified),-5%,?,3,-2%,?,9%,-5%,40
COCOc1ccc(/C=C/C(=O)c2c(O)cc(OCOC)cc2OCOC)cc1,-19%,?,43*,12%,0%,-6%,11%,31
COc1ccc(N(CC(=O)Nc2ccc3c(c2)OCO3)S(=O)(=O)c2ccccc2)cc1,1%,-9%,-2,-14%,2%,-14%,3%,4
COc1ccc(CCNCc2cc(C)n(-c3ccc(OC)cc3)c2C)cc1,1%,7%,-1,-9%,6%,0%,0%,7
CCOCCCn1c(=N)c(S(=O)(=O)c2ccc(C)cc2)cc2c(=O)n3ccccc3nc21,nt,4%,6,7%,1%,-11%,nt,nt
COCCNC(=O)Cn1c(-c2cccs2)cc2cc(Cl)ccc21,nt,-7%,-9,23%,nt,-14%,nt,nt
Cc1cccc(N2CCN(C(=O)c3cc4c(=O)oc5ccccc5c4s3)CC2)c1C,nt,-8%,-8,-14%,nt,-14%,nt,nt
O=S(=O)(NCCc1ccncc1)c1ccccc1,17%,2%,9,-29%,2%,-14%,6%,20
CNC(=S)N(Cc1ccco1)Cc1cc2cc3c(cc2[nH]c1=O)OCCO3,-2%,15%,-9,-10%,-3%,-4%,6%,?
O=C(/C=C/c1ccc(F)cc1)Nc1cccc(S(=O)(=O)Nc2cccc(C(F)(F)F)c2)c1,5%,-13%,1,10%,1%,26%,-3%,-11
Cc1cc(C)cc(NC(=O)N2CCC3(CC2)Oc2ccccc2C(=O)N3Cc2ccccc2F)c1,nt,-20%,-7,0%,nt,9%,nt,nt

# Source: PubChem (National Center for Advancing Translational Sciences (NCATS))
